TbREL1 primary: TbREL1 inhibition, primary screen. TbREL1 RNA ligation, FRET fluorescence. actives 0.49% (n = 89,000). inhibition, % at 9.66 µM. AID 1117264;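 active means inhibition above the mean inhibition across all screened compounds plus 3 SD, cut at about 11% in these data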;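 further: 0% = plate median of test wells and 100% = NSC42067 control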
Target sequence (P86926 whole entry, looked up): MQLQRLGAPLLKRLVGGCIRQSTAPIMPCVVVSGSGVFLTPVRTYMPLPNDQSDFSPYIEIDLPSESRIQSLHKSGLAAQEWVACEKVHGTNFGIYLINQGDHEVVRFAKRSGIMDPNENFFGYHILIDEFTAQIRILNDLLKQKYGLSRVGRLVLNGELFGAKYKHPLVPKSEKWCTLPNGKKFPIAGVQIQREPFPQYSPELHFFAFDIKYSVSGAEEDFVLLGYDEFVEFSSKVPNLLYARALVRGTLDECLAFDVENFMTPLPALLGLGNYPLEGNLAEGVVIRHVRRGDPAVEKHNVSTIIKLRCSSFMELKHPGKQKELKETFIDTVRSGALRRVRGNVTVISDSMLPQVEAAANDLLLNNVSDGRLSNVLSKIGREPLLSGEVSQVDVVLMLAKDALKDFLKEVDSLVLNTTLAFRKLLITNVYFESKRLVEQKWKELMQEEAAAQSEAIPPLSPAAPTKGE
Starred values were filed as active, the others as inactive. This is a subset; the hit share may differ from the screen's.

SMILES | TbREL1 primary
Cc1cc(C)nc(NNC2=CC(=[N+]3CCCC3)CCC2)n1 | -5.6
COc1ccc(C(=O)O/N=C/c2ccc(S(=O)(=O)c3ccc(Cl)cc3)nc2)cc1 | 7.3
COc1ccccc1NC(=O)c1ccc(S(=O)(=O)N2CCCC(C)C2)cc1 (stereo unspecified) | -1.2
CC(C)C[C@H](NC1(C(=O)NCCc2c[nH]c3ccccc23)CCC1)C(=O)NCCCc1ccccc1 | -3.8
COC(=O)[C@@]1(Cc2ccc(F)cc2)[C@H]2c3cc(C(=O)N4CCCC4)n(Cc4ccc(C(F)(F)F)nc4)c3C[C@H]2CN1C(=O)c1ccccc1 | -3.0
COc1ccc(C(O)c2nc(-c3ccncc3)cs2)cc1 (stereo unspecified) | 3.6
CCOC(=O)C1=C(COc2ccccc2)NC(=O)NC1c1ccc(Cl)cc1 (stereo unspecified) | 3.3
CN1C(=O)CC(c2ccccc2)CC1=O | 2.3
CCOC(=O)c1ccc(-n2c(-c3ccco3)nc3ccccc3c2=O)cc1 | 0.7
COc1ccc(NC(=O)c2oc3ccccc3c2NC(=O)COc2ccccc2OC)c(OC)c1 | -1.3

Next part, overlapping the part above by five compounds.
SMILES | TbREL1 primary
COc1ccc(C(O)c2nc(-c3ccncc3)cs2)cc1 (stereo unspecified) | 3.6
CCOC(=O)C1=C(COc2ccccc2)NC(=O)NC1c1ccc(Cl)cc1 (stereo unspecified) | 3.3
CN1C(=O)CC(c2ccccc2)CC1=O | 2.3
CCOC(=O)c1ccc(-n2c(-c3ccco3)nc3ccccc3c2=O)cc1 | 0.7
COc1ccc(NC(=O)c2oc3ccccc3c2NC(=O)COc2ccccc2OC)c(OC)c1 | -1.3
CCCC1=C(C(=O)OCC)C(c2cccs2)C(C#N)=C(N)O1 (stereo unspecified) | -0.3
Cn1nc(C(C)(C)C)c([N+](=O)[O-])c1C(=O)Nc1ccccc1 | 5.8
Cc1ccc(-n2nc(C)c(NC(=O)CCl)c2C)cc1 | 2.0
CCCCN1C=CC(=C2N=c3cccc([N+](=O)[O-])c3=N2)C=C1 | 2.3
Cc1ccc2cc(C3CC(c4ccco4)=NN3C(=O)CCC(=O)O)c(Cl)nc2c1 (stereo unspecified) | 1.7
O=C1N/C(=N\c2ccccn2)SC1Cc1ccc(Cl)cc1 (stereo unspecified) | 0.8
CCCn1nnnc1NCc1cccn1C | -4.2
CCNS(=O)(=O)c1ccc(NC(=O)c2cc(C(F)(F)F)nn2C)cc1 | 1.1
CC(c1nccs1)N(C)C(=O)c1cn(Cc2cccc3ccccc23)nn1 (stereo unspecified) | 3.8
CCOC(=O)c1nnn(-c2nonc2N)c1-c1cccs1 | 2.6

Structures above that contain an aryl methoxy group (four):
SMILES | TbREL1 primary
COc1ccc(C(=O)O/N=C/c2ccc(S(=O)(=O)c3ccc(Cl)cc3)nc2)cc1 | 7.3
COc1ccccc1NC(=O)c1ccc(S(=O)(=O)N2CCCC(C)C2)cc1 (stereo unspecified) | -1.2
COc1ccc(C(O)c2nc(-c3ccncc3)cs2)cc1 (stereo unspecified) | 3.6
COc1ccc(NC(=O)c2oc3ccccc3c2NC(=O)COc2ccccc2OC)c(OC)c1 | -1.3

Additional results follow:
SMILES | TbREL1 primary
C[C@H]1CN=C(Nc2ccccc2)N1CCCC1CCCCC1 | 3.8
COc1ccc(Oc2nnnn2-c2ccccc2)cc1 | -0.6
CCOc1ccc(NC(=O)CN(C)C(=O)CCSc2ccc(F)cc2)cc1OCC | 5.4
CCOc1ccc(C(=O)Nc2ccccc2N2CCOCC2)cc1 | 6.3
CCN(CC)S(=O)(=O)c1ccc2c(c1)nc(SCC(=O)N1CCOCC1)n2-c1ccccc1OC | -1.1
CC(C)(C)NC(=O)C(=O)NNC(=O)c1cccc([N+](=O)[O-])c1 | 0.0
CS(=O)(=O)c1ccc2nc(NC(=O)c3cccs3)sc2c1 | 1.3
Cc1ccc(S(=O)(=O)N2CCSCCSCCSCCSCC2)cc1 | -0.3
CCCCC(O)(CCCC)C(=O)NN(C(=O)OC)c1ccccc1 | 4.6
Cc1nc([N+](=O)[O-])c(Br)n1CC(=O)c1ccc(Cl)cc1 | 1.2
O=C(CCCC(=O)N1CCCC1)N1CCCC1 | 2.5
Cc1ccc(-n2nc3c(N4CCC(C(=O)NCCc5cccs5)CC4)nnc(C)c3c2C)cc1 | -0.1
O=[N+]([O-])c1ccc2c(c1)C(O)n1nc(-c3ccccc3)nc1S2 (stereo unspecified) | 5.8
O=c1c2ccccc2nnn1CSc1ccccc1F | -1.4
CNC[C@H]1OCc2cnnn2CCCC(=O)N([C@H](C)CO)C[C@@H]1C | 6.3
COc1ccc(S(=O)(=O)N2CCN(c3ccccc3)CC2)cc1OC | -3.7
CCN(C(=O)COC(=O)c1cc(=O)[nH]c2ccccc12)c1c(N)n(Cc2ccccc2)c(=O)[nH]c1=O | -1.6
COc1ccc(Cl)cc1S(=O)(=O)N1CCCC(C(=O)NCC(N)=O)C1 (stereo unspecified) | 5.2
COc1ccc(C=Nn2c(-c3ccccc3F)n[nH]c2=S)cc1OCc1ccccc1 | -2.9
Cc1onc(-c2c(F)cccc2Cl)c1C(=O)Nc1cccc2nsnc12 | -0.1
c1csc(C2=NNC(=NC3CCCCC3)SC2)c1 | -2.3
CN(Cc1ccccc1)C(=O)c1ccc(NC(=O)C2CCCN(C(=O)OC(C)(C)C)C2)cc1 (stereo unspecified) | 0.3
Cc1ccc(C)c(N=Cc2ccc(-c3ccc([N+](=O)[O-])cc3)o2)c1 | 1.1
CC1(C(=O)NS(=O)(=O)c2cccc(F)c2)CCN1C(=O)CCC1CCCC1 (stereo unspecified) | 1.1
Cc1cc(O)c(N=Nc2ccc(C(=O)O)cc2)cc1C | -0.9
c1ccc(CCc2ccccc2-c2nc(-c3ccccn3)no2)cc1 | 1.7
CCOc1ccc(CN(CC)C(=O)Cc2c[nH]c3ccccc23)cc1OC | -6.3
O=C(N/N=C/c1coc2ccc(Cl)cc2c1=O)c1ccncc1 | 2.9
COc1ccc(Cn2cc(CN3CC(N4CCN(Cc5ccccc5F)CC4)CS3(=O)=O)nn2)cc1 (stereo unspecified) | -3.9
O=C(CCNC(=O)c1ccc(Cl)cc1)Nc1ccc(S(=O)(=O)N2CCCCC2)cc1 | -3.5
COC(=O)[C@@H]1C[C@]2(Br)c3ccccc3N(S(=O)(=O)c3ccccc3)[C@@H]2N1C(=O)OC | -0.6
CCc1cc(C(=O)N2CCCc3ccccc32)sc1C | 3.4
COc1ccc(NC(=O)/C(Cl)=C(/Cl)S(=O)(=O)Cc2ccccc2)cn1 | 0.9
Cc1c(NS(=O)(=O)c2cc(C(=O)NCCc3ccc(F)cc3)cc(Cl)c2Cl)c(=O)n(-c2ccccc2)n1C | -3.5
CCOC(=O)/C=C/C(=O)Nc1ccc(S(=O)(=O)Nc2cc(OC)nc(OC)n2)cc1 | -2.3
CCOC(=O)c1c(NC(=O)CSc2nnc(C)o2)sc(C)c1C | 6.5
CCO[C@H]1OC(C(=O)N2CCN(C)CC2)=C[C@@H](c2csc3ccccc23)[C@@H]1CCCO | 4.7
CC1(C)OC(=O)C2=C(C[C@@H](CCC(F)(F)F)O[C@H]2c2ccc(F)cc2)O1 | -3.3
Cc1ccccc1CNC(=O)C1C2C=CC3(CN(Cc4ccccc4)C(=O)C13)O2 (stereo unspecified) | -0.8
CC(=O)c1ccc(OCCCC(=O)Nc2cccc(S(=O)(=O)N(C)C)c2)cc1 | -1.6
c1ccc(-n2cnc3cc(NCc4cccs4)ccc32)cc1 | -4.2
NC(=O)CNC1CC(=O)N(CCc2ccccc2)C1=O (stereo unspecified) | 3.5
Cc1ccc(S(=O)(=O)CCc2nnc(NC(=O)c3cccs3)s2)cc1 | -0.8
COCC(=O)Nc1cc(=O)n(C)c(=O)n1C | 0.1
CCc1cc(C(=O)c2ccc(OC)cc2)c(N)s1 | -5.5
NS(=O)(=O)c1ccc(CNC(=O)Cc2ccccc2F)cc1 | 2.9
COc1ccc(-c2nnc(NC(=O)c3cc(C)on3)s2)cc1 | 0.3
COc1ccc(C2NC(c3ccc(OC)cc3)C(c3ccccc3)C(=O)C2c2ccccc2)cc1 (stereo unspecified) | 1.3
Cc1ccc(N(CC(=O)Nc2c(C)n(C)n(-c3ccccc3)c2=O)S(C)(=O)=O)cc1C | 1.6
Cc1ccc2c(c1)N(C(=O)c1ccco1)C(C)(C)c1ssc(=S)c1-2 | -0.7
Following part
SMILES | TbREL1 primary
CCCN(CC(=O)Nc1ccc(F)c(F)c1F)CC(=O)Nc1c(C)n(C)n(-c2ccccc2)c1=O | -0.8
Cn1c(N)c(S(=O)(=O)NCc2ccccc2)c(=O)n(C)c1=O | 0.3
O=C(O)CSCC(=O)Nc1ccc(S(=O)(=O)N2CCCCC2)cc1 | 0.5
O=C1NC(Cc2ccccc2)c2nc3ccc(Br)cc3c(=O)n2-c2cc(Cl)ccc21 (stereo unspecified) | 2.3
Cc1ccc[n+](C(C)C(=O)Nc2ccc(C)c([N+](=O)[O-])c2)c1 (stereo unspecified) | 1.8
Cc1ccccc1OCCC(=O)N(CC(=O)Nc1ccccc1C(F)(F)F)Cc1ccco1 | -0.2
O=C(Cc1cccc(NC(=O)C2CCCN(C(=O)C3CC3)C2)c1)Nc1ccc(C(=O)N2CCCCC2)cc1 (stereo unspecified) | -2.3
Cc1nn(-c2ccccc2)c(C)c1[N+](=O)[O-] | -0.2
CNC(=O)N/N=C(\N)c1ccccn1 | -0.8
Cc1ccc(-c2csc(NC(=S)NC(=O)c3cccs3)n2)cc1 | 3.9
CN1CCN(C(=O)CCc2nc3ccccc3c(=O)[nH]2)CC1 | -0.4
CCOc1ccc(CCNC(=O)C2CCCCC2)cc1OCC | 1.7
COc1ccc(CN(C(=O)c2ccc3c(c2)OCCO3)C(C(=O)NC2CCCCC2)c2ccc3ncccc3c2)cc1 (stereo unspecified) | -3.8
CCCS(=O)(=O)n1nc(-c2ccccc2)cc1N | 0.1
CC(=O)c1c(C)[nH]c(C(=O)Nc2nccs2)c1C | 3.6
O=C(CCN1CCN(C(c2ccccc2)c2ccccc2)CC1)N/N=C/c1ccc(O)cc1O | -2.2
CCN(CC(=O)NCc1ccccn1)S(=O)(=O)c1cc(Cl)ccc1Cl | -2.1
Cc1nn(C)c(Cl)c1C(N)=O | 2.9
Cc1ccc2nc(SCC(=O)Nc3ccc(C)c(Cl)c3)nc(=O)n2c1 | 0.6
C[C@H](NC(=O)c1ccccc1Cl)C(=O)OCC(=O)N1CCN(c2ccccc2)CC1 | -4.3
CN(C)/C=N/c1c(C#N)nnn1Cc1ccccc1 | 2.7
CC(=O)Cc1nsc(NC(=O)c2cc(-c3ccc(Cl)c(Cl)c3)oc2C)n1 | 0.8
CC(C)c1ccccc1OCC(=O)N(C)CC(=O)Nc1ccc(F)cc1 | -1.6
CCCCN(C(=O)c1cc(CN2C(=O)c3ccccc3C2=O)ccc1OC)c1c(N)n(CC(C)C)c(=O)[nH]c1=O | -1.9
C#CCN(C[C@@H]1[C@@H](OC(=O)NCc2ccc(OC)c(OC)c2)[C@@H](OC(=O)NCc2ccc(OC)c(OC)c2)Cn2c(=O)ccc(=O)n21)S(=O)(=O)c1ccc(C)cc1 | 0.9
O=C(COc1ccc(-n2cnnn2)cc1)NCCc1ccc(F)cc1 | 4.1
Cc1cccc(C(=O)NC(C(=O)Nc2nc(-c3ccccn3)cs2)C(C)C)c1 (stereo unspecified) | 0.7
CC(=O)c1ccc(NC(=S)N2CCCCCC2)cc1 | 1.4
COc1ccccc1NC(=O)c1csc(-n2nc(C)cc2C(F)(F)F)n1 | 2.4
C#CCNC(=O)C1=C[C@@H](C2CCCCC2)C[C@@H](OCc2ccc(CO)cc2)O1 | -3.1
Cc1nnsc1C(=O)Nc1cccc(Cl)c1Cl | 0.5
Cc1ccc(-n2c(C)nnc2SCC(=O)NC2CCCC2)cc1 | 4.2
O=C(O)CC(SCC(=O)Nc1ccc(S(=O)(=O)N2CCCC2)cc1)C(=O)O (stereo unspecified) | -3.9
COc1ccc(C(=O)N/C(=C\c2ccc3c(c2)OCO3)C(=O)Nc2cccc(C(=O)O)c2)cc1 | 2.2
CC1=CC2=NC(=O)/C(=C\c3cccn3CCOc3cccc(C)c3)C(=N)N2O1 | 0.0
COc1ccc(-c2nc(-c3ccccc3)ncc2S(C)(=O)=O)cc1 | -2.4
CCN(CC)C(=O)c1cnn(-c2ccccc2)c1NC(=O)c1cccs1 | -2.2
Cc1ccccc1OCC(=O)OCC(=O)c1ccc[nH]1 | 4.0
CCN(CC(=O)NCc1cccs1)C(=O)c1cccc(S(=O)(=O)Nc2ccccc2OC)c1 | -0.3
COc1ccc(-c2ccc(CCC(=O)O)n2-c2ccccc2O)cc1 | -4.1

Reprinted from the part before: three entries, followed by the next part.
SMILES | TbREL1 primary
Cc1ccccc1OCC(=O)OCC(=O)c1ccc[nH]1 | 4.0
CCN(CC(=O)NCc1cccs1)C(=O)c1cccc(S(=O)(=O)Nc2ccccc2OC)c1 | -0.3
COc1ccc(-c2ccc(CCC(=O)O)n2-c2ccccc2O)cc1 | -4.1
O=C(Nc1cccc(NC(=S)NC(=O)c2cccs2)c1)c1ccccc1 | -3.5
COCCNC(=O)Cc1cn(C)c2ccccc12 | 0.3
Cc1nn(-c2ccccc2)c(C)c1CN(C)C(=O)c1ccc(S(=O)(=O)NCc2ccco2)cc1 | -2.0
O=C(c1ccc2oc(CCc3ccccc3)nc2c1)N1CC[C@H](O)C1 | 7.0
Cc1ccc(-n2c(SCC(=O)Nc3ccc(Oc4ccccc4)cc3)nnc2-c2cccc(C)c2)cc1 | 3.5
Cc1cc(C(=O)Nc2ccc3c(c2)OCCO3)co1 | 1.3
O=C(O)c1ccccc1Nc1ccc(OC(F)F)cc1 | -0.4
CC1=Nc2ccccc2N=C(NC(=O)/C=C/C(=O)O)C1c1ccccc1 (stereo unspecified) | 5.5
CC(C)(C)C(=O)Nc1nnc(SCc2cccc(F)c2)s1 | 5.0
N#Cc1cc2c(nc1SCC(=O)Nc1sc3c(c1C#N)CCC3)CCCC2 | -1.3
CCCn1c(SCN2C(=O)c3ccccc3C2=O)nc2cc(Cl)ccc2c1=O | -1.6
OC(c1ccc2c(c1)OCO2)c1ncc(-c2ccccc2)[nH]1 (stereo unspecified) | 5.3
Cc1ccc(CNC(=O)CN(C(=O)C2(C)CC(=O)N=C3C=CC=CN32)c2ccccc2F)cc1 (stereo unspecified) | -1.5
COc1cccc(-c2ocnc2C(=O)Nc2ccc3c(c2)CCC3)c1 | 3.0

Bioassay records: PubChem, The Scripps Research Institute Molecular Screening Center
